Assay outcomes as filed in PubChem.
RXFP1 antagonist – antagonists of human relaxin receptor RXFP1 | activity change, negative = inhibition, % at 57.5 µM | HEK293-RXFP1, relaxin-stimulated cAMP HTRF, 30 min; active compounds read low | 350,000 tested, 0.59% active | Q9HBX9;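 active means activity change of -60% or lower, but not beyond a set lower limit; inconclusive means change between -60% and -40%, or beyond the set limit; inactive means change above -40%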; further: on the % scale 0 is the no-effect control and ±100 the full control effect
D2 PAM – positive allosteric modulators of human D2 dopamine receptor | AID 485347 | potentiation, % at 10 µM | HEK293 T-REx D2, calcium flux, EC20 dopamine potentiation | 340,000 tested, 0.34% active | P14416;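 active means potentiation over 3 SD above the plate norm, cut at about 30% in these data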; further: 0% is about no effect
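Potentiation of an EC20 dopamine calcium response measured kinetically over 180 s, after a preceding 180 s compound-only read flagging agonists. Cells: inducible Hek293 Trex D2 line, 4000/well, cultured overnight at 30 C before dye loading.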
D1 antag – human D1 dopamine receptor antagonism; P21728; HEK293 TREx D1 cells, calcium flux, dopamine EC80; active compounds read low; activity change, negative = inhibition, % at 10 µM; 360,000 tested, 3.2% active; in the data active means activity change below about -30%; further: on the % scale 0 is the no-effect control and ±100 the full control effect
Target sequence (P21728 whole entry, looked up): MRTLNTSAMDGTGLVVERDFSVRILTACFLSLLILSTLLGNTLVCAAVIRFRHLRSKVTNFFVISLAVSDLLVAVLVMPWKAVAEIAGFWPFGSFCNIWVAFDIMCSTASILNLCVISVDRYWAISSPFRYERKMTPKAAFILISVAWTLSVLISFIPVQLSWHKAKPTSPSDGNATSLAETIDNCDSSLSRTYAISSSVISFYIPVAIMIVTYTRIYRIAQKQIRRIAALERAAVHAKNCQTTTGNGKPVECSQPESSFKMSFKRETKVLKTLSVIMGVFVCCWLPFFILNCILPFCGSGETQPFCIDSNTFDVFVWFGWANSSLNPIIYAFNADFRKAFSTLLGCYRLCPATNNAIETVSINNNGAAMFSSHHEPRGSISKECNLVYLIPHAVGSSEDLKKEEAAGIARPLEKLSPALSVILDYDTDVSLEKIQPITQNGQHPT
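Allosteric or orthosteric antagonism assessed as attenuation of the calcium response to EC80 dopamine, added 180 s after compound, in induced HEK293 Trex D1 cells loaded with no-wash calcium dye.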
Vif-A3F inh – blocks the Vif interaction with APOBEC3F | HeLa A3F-eYFP + Vif (tagged APOBEC3F with the HIV-1 protein that degrades it), YFP fluorescence increase | Potency, µM (highest dose often 46.1 µM), without a hit: top-dose activity, negative = active | 390,000 tested, 0.2% active; further: potency means the concentration at half of the fitted maximal effect; % of control where 0% means no effect; nearly all actives have a fitted effect of over 65% in size
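Fluorescence increase (Ex 488/Em 500-530) after overnight compound treatment at 37 deg C flags inhibition of Vif-driven A3F-eYFP loss in stable HeLa A3F-eYFP/Vif cells seeded overnight beforehand.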
Vif-APOBEC3G blk – Vif-A3G binding inhibition | HeLa A3G-eYFP + Vif (tagged APOBEC3G with the HIV-1 protein that degrades it), YFP fluorescence, overnight | Potency, µM (highest dose often 46.1 µM), for inactives: at the highest dose activity, negative = active, most hits filed as inhibitors | 410,000 tested, 0.076% active;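 further: potency means the concentration at half of the fitted maximal effect; on the % scale 0 is the no-effect control and ±100 the full control effect; nearly all actives have a fitted effect of over 60% in size; hits raise eYFP signal because A3G escapes Vif-driven loss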
Target sequence (Q9HC16 whole entry, looked up): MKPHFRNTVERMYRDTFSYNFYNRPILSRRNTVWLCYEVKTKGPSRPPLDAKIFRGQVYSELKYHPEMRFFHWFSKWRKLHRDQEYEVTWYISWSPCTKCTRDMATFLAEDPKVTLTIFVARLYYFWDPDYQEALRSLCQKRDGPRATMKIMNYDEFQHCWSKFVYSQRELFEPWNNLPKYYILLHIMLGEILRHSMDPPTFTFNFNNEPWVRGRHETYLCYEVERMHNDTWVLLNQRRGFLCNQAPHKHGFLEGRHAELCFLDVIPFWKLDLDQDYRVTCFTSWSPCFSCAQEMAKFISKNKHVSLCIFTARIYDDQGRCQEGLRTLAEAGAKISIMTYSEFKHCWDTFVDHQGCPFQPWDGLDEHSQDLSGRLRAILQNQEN
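HeLa cells stably expressing Vif and C-terminally eYFP-tagged A3G, seeded overnight at 37 deg C, then exposed to compound by pintool overnight at 37 deg C. Rise in yellow fluorescence (Ex 488/Em 500-530, Acumen) marks blocked Vif-driven A3G degradation.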
D1 PAM – human D1 dopamine receptor positive modulation; P21728; HEK293 TREx D1 cells, calcium flux, dopamine EC20 potentiation; potentiation, % at 10 µM; 360,000 tested, 0.036% active; AID 504651; in the data active means potentiation above about 30%; further: 0% is about no effect
RXFP1 ag – RXFP1 (human) receptor agonism; AID 2676; Q9HBX9; Potency, µM (highest dose often 57.5 µM), without a hit: top-dose activation, hits mostly activators; 370,000 tested, 0.3% active; HEK293T-RXFP1 cAMP TR-FRET, 30 min; response scale: percent of porcine relaxin response, buffer zero; further: potency means the concentration at half of the fitted maximal effect; on the % scale 0 is the no-effect control and ±100 the full control effect; nearly all actives have a fitted effect of over 60% in size; many of its hits are not listed in these tables
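HEK293T cells stably expressing RXFP1 were pretreated with the PDE4 inhibitor Ro 20174, exposed to compounds for 30 min at 37C, lysed, and cAMP was read by TR-FRET. Data normalized to buffer (basal) and 29 nM porcine relaxin (100%).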
Glioma ERSR ind – inducers of ER stress response in human glioma cells. U87-MG GRP78 promoter luciferase reporter, 16 h. Potency, µM, without a hit: top-dose activation, usual class: activators. 420,000 tested, 0.02% active. AID 602332; further: potency means the concentration at half of the fitted maximal effect; series mostly up to about 76 µM; % of control where 0% means no effect; nearly all actives have a fitted effect of over 35% in size
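Stably transfected U87-MG glioma cells carrying a GRP78-based luciferase sensor; 16 h compound incubation. Luminescence end-point read 10 min after Bright-Glo addition at room temperature.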
D1 ag – human D1 receptor agonism; HEK293 T-REx D1 cells, calcium flux, agonist mode; AID 504660; 360,000 tested, 1% active; P21728; activation, % at 2 µM; in the data active means activation above about 30%; further: 0% is about no effect
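Inducible HEK293 T-REx D1 cells, force-coupled to calcium signalling, were plated at 4000 cells/well with tetracycline and held overnight at 30 C. After no-wash calcium dye loading, compound-evoked calcium rise over 180 s flagged agonists.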
* marks the source's active call; other numbers are inactive results; ? = inconclusive; / = not tested or not shown; & = joins results of further samples. Unless noted, the call rests on the fitted dose curve; in most records, active means well fitted curve in the direction sought with a large enough effect; inconclusive means small, poorly fitted or top-dose-only effect, or another doubt; inactive means no such curve, though single readings can be large; an effect the other way counts as inactive or inconclusive.

SMILES	RXFP1 antagonist	D2 PAM	D1 antag	Vif-A3F inh	Vif-APOBEC3G blk	D1 PAM	RXFP1 ag	Glioma ERSR ind	D1 ag
C=CCNC(=S)NS(=O)(=O)c1cccs1	?	-14	-21	3%	1%	4	1.1%	0%	1
CC(Sc1nnc(C2CC2)n1C1CC1)C(=O)c1ccc(Br)cc1 (configuration not stated)	-3	6	4	-4%	-4%	-1	-2.2%	-4%	4
O=C(COC(=O)CNC(=O)c1ccccc1F)Nc1ccc2c(c1)OCO2	-6	2	11	8%	3%	4	0.2%	-5%	2
COC(=O)C1CCN(C(=O)/C=C/c2ccc(OC)cc2)CC1	-10	14	2	1%	1%	-4	-2.5%	-12%	3
CCOC(=O)c1cccc(NC(=O)CSc2cc(=O)n(C)c3ccccc23)c1	-10	22	-2	-9%	1%	4	13%	-3%	1
CCOP(=O)(Nc1ccc2oc(=O)c3ccccc3c2c1)OCC	0	2	1	-1%	-3%	-5	0.0%	-5%	2
CC(C)CN1CC(C)C(=O)N(c2ccccc2)C1=S (configuration not stated)	-9	/	/	-10%	1%	/	/	-4%	/
Cc1n[nH]c(C)c1CCN(C)Cc1cn(C)nc1-c1ccccc1F	-7	-5	-6	5%	2%	-10	-0.3%	-4%	-1
Cc1cccc(NC(=O)c2sc(-n3nc(C)c(Cc4ccc5c(c4)OCO5)c3C)nc2C)c1C	1	-2	2	-2%	0%	-1	17%	5%	6
CCN(CC)c1ccc2cc(C#N)c(=O)oc2c1	-11	3	-6	?	0%	-3	0.1%	-1%	32*
Cc1ccc(S(=O)(=O)NCc2ccccn2)cc1C	3	16	3	1%	-1%	-1	-0.1%	1%	3
CCOC(=O)C1CCN(C(=O)C(C)c2ccc([N+](=O)[O-])cc2)CC1 (configuration not stated)	4	-3	3	7%	0%	4	-1.8%	-1%	8
COc1ccc(/C=C2/C(=O)N(c3nc4ccccc4s3)N=C2CSc2ccc(Cl)cc2)cc1	?	2	8	2%	-6%	-6	-0.6%	2%	0
Cc1ccc(-c2nc(S(=O)(=O)c3ccc(C)cc3)c(SCC(=O)NCC3CCCO3)o2)cc1 (configuration not stated)	19	10	5	?	-5%	-3	?	-7%	-2
Cc1ccc(C(O)Cn2cc([N+](=O)[O-])nc2C)cc1 (configuration not stated)	4	-6	-15	9%	2%	-4	5.7%	-2%	1
COC(=O)C1=C(CS(=O)(=O)c2ccccc2)NC(=O)NC1c1ccc(OC)c(OC)c1 (configuration not stated)	-13	-14	-4	5%	1%	4	0.1%	-4%	1
Cc1cccn2c(=O)c3cc(S(=O)(=O)c4ccccc4)c(=N)n(CC4CCCO4)c3nc12 (configuration not stated)	0	8	-3	-2%	-2%	-4	12%	-8%	2
CCC(=O)OCC(=O)Nc1ccc([N+](=O)[O-])cc1OC	10	-8	/	7%	0%	-6	-0.8%	0%	-2
O=C(O)CCC(=O)Nc1ccccc1C(=O)N1CCN(c2ccc(Cl)cc2)CC1	-2	-5	-15	-8%	0%	-2	0.4%	-5%	3
CN(C)c1ccc(C(CN)c2c[nH]c3ccccc23)cc1 (configuration not stated)	-2	-14	-28	0%	2%	-2	1.2%	5%	5
Cc1nc(C)c(NC(=O)OC(C)C)cc1NC(=O)OC(C)C	-1	5	-27	11%	-1%	6	0.1%	-3%	2
CC(C)(C)c1ccc(OCC(=O)Nc2ccc(S(=O)(=O)Nc3ncccn3)cc2)cc1	-23	-4	3	-3%	-7%	1	0.7%	-3%	2
CCOc1cc(/C=N/Nc2cc(C)nc3ccc(C)cc23)ccc1O	-1	-6	9	0%	1%	-2	2.6%	5%	2
COc1cccc(CC(=O)Nc2cc(S(=O)(=O)N3CCOCC3)ccc2OC)c1	7	4	-2	?	-3%	3	0.6%	1%	3
O=C(Nc1ccncc1)C1CCN(S(=O)(=O)c2ccc(Cl)c(C(F)(F)F)c2)CC1	3	-18	-25	-6%	0%	/	-1.4%	-2%	15
CC(C)OP(=O)(c1ccc(N(C)C)cc1)C(O)c1ccccc1F (configuration not stated)	2	-3	-18	-1%	-1%	-3	2.2%	-3%	1
COc1ccccc1/C=C1\SC(=S)N(NS(=O)(=O)c2ccccc2)C1=O	-12	13	7	11%	0%	-6	3.4%	7%	0
COc1ccc(NC(=O)C2=C(C)Nc3nc(SCc4ccc(Cl)cc4)nn3C2c2cccc(OC)c2OC)cc1 (configuration not stated)	/	-8	5	-1%	-2%	1	-1.9%	4%	4
Cc1nn(Cc2ccccc2)c(Cl)c1C(=O)OCC(=O)NC(=O)NC12CC3CC(CC(C3)C1)C2	-4	-4	-3	-8%	3%	0	-0.6%	-2%	7
CCCN(CCC)C(=S)Nc1cc(C(=O)OC)ccc1C(=O)OC	-7	0	-12	-21%	-1%	-6	0.7%	-3%	3
O=C(O)CC(NCc1ccco1)C(=O)OCCc1ccccc1 (configuration not stated)	2	/	/	-13%	2%	/	1.4%	9%	/
CC(CCc1ccccc1)NC(=O)c1cccc([N+](=O)[O-])c1 (configuration not stated)	-13	-26	-4	3%	0%	-10	-1.2%	-3%	1
O=C(Nc1cc(=O)[nH]c(=O)[nH]1)c1cccc(Br)c1	-27	-8	13	0%	-4%	1	4.7%	-3%	3
CCCc1nn2c(=O)cc(COC(=O)c3ccco3)nc2s1	/	4	3	7%	5%	-4	-3.8%	-3%	4
C=CCN(CC=C)C(=S)Nc1ccc(OC)c(OC)c1	8	4	-6	0%	1%	-4	-1.3%	2%	-1
FC(F)(F)c1cnc(Oc2ccccc2-c2nnc(-c3ccc(Cl)cc3)o2)c(Cl)c1	-9	-12	/	-1%	0%	-4	1.4%	-1%	-1
CCOC(=O)C1CCN(C(c2ccc(OCC)cc2)c2c(O)cc(C)n(CCOC)c2=O)CC1 (configuration not stated)	8	1	-5	0%	-2%	-2	-0.2%	-2%	1
Cc1cc(NC(=O)CSc2nc(-c3ccco3)cc(C(F)(F)F)n2)n(-c2ccccc2)n1	-6	14	-8	-14%	?	12	3.9%	0%	2
CCCCCC(O)c1cccc(OCc2ccc3ccccc3n2)c1 (configuration not stated)	/	6	-23	-5%	1%	2	0.2%	-3%&-1%&-1%	4
COc1ccc(NCc2cc3ccc(OC)cc3n(CC(=O)Nc3cc(Cl)ccc3C)c2=O)cc1	/	-5	5	-1%	-4%	0	0.8%	-3%	0

Five compounds from above, limited to RXFP1 antagonist and Vif-APOBEC3G blk:
compound	RXFP1 antagonist	Vif-APOBEC3G blk
CCCc1nn2c(=O)cc(COC(=O)c3ccco3)nc2s1	/	5%
C=CCN(CC=C)C(=S)Nc1ccc(OC)c(OC)c1	8	1%
FC(F)(F)c1cnc(Oc2ccccc2-c2nnc(-c3ccc(Cl)cc3)o2)c(Cl)c1	-9	0%
CCOC(=O)C1CCN(C(c2ccc(OCC)cc2)c2c(O)cc(C)n(CCOC)c2=O)CC1 (configuration not stated)	8	-2%
Cc1cc(NC(=O)CSc2nc(-c3ccco3)cc(C(F)(F)F)n2)n(-c2ccccc2)n1	-6	?

Continuation:
SMILES	RXFP1 antagonist	D2 PAM	D1 antag	Vif-A3F inh	Vif-APOBEC3G blk	D1 PAM	RXFP1 ag	Glioma ERSR ind	D1 ag
Cc1cc(NC2CCCC2)n2nc(C)c(-c3ccccc3)c2n1	-30	-10	12	0%	2%	-4	2.2%	10%	2
C[C@@H](C(=O)NCc1ccc(S(C)(=O)=O)cc1)[C@H]1C[C@]1(C)[C@H](NC(=O)OCc1ccccc1)c1ccccc1	/	-2	28	4%	1%	2	2.9%	-3%	6
O=C(CSc1nc2ccccc2[nH]1)Nc1ccc(F)c(F)c1	-9	-14	-15	0%	0%	-9	0.6%	0%	4
CC1CCN(C(=O)CSc2nnc(Cc3cccn3C)n2CCc2ccccc2)CC1	/	1	1	3%	0%	2	1.1%	2%	3
Cc1[nH][nH]c(=O)c1C(c1ccc(-c2ccc(Cl)c(C(=O)O)c2)o1)c1c(C)[nH][nH]c1=O	7	/	-12	-21%	-7%	-2	8.7%	-4%	5
COc1ccc2[nH]c(=O)c(CNC3CCCCC3)cc2c1	-4	-12	8	/	2%	-1	1.9%	-3%	-2
Cc1cc2ncn(S(=O)(=O)N3CCCCC3)c2cc1C	-7	2	-33*	-13%	0%	-3	-1.6%	-2%	-1
CCOc1ccc(NC(=O)CN2CCN(c3ccccc3C)CC2)cc1S(=O)(=O)N1CCCC1	2	-26	2	1%	2%	-6	1.1%	-2%	1
Cc1ccc(C)c(NS(=O)(=O)c2ccc3[nH]c(=O)oc3c2)c1	-2	11	-8	-2%	-2%	3	-1.0%	-4%	6
CC1(C)CN(c2ccsc2C(=O)O)C1=O	5	0	1	10%	0%	2	0.4%	-1%	4
Cc1c(C(=O)N2CCOCC2)sc(NC(=O)Cc2ccccc2)c1C#N	-6	7	0	0%	-6%	-4	2.5%	-5%	3
COCc1ccc(CN2CCCC(CO)(Cc3cccc(Cl)c3)C2)o1 (configuration not stated)	-8	3	-10	9%	0%	-6	-1.2%	-4%	5
Cc1cc(Nc2ccc(Cl)cc2)n2nnnc2n1	/	-10	-3	5%	3%	1	1.6%	-2%	1
CCCCOc1ccc(C(=O)N/C(=C/C=C/c2ccccc2)C(=O)N2CCOCC2)cc1	-5	10	3	-10%	2%	-3	0.4%	-4%	2
CCn1c(=O)cc(OCC(=O)NC2CCCCC2)c2ccccc21	19	/	-5	-6%	4%	12	2.3%	0%	3
CCN(CC)S(=O)(=O)c1ccc(=O)n(CC(=O)N2CCCc3cc(C)ccc32)c1	8	-8	-1	-1%	4%	2	1.3%	-2%	1
N#Cc1cc(-c2ccccc2)nnc1Oc1ccccc1	-8	-7	0	0%	2%	-3	16%	-4%	0
C=CCNC(=O)CCc1nnc(C2(c3ccc(Cl)cc3)CCC2)o1	3	9	-14	-25%	-4%	-4	3.3%	3%	1
COc1ccc(NC(=O)C2=CC(c3ccco3)=NS(=O)(=O)N2C)cc1OC	-10&-15	1&4	-3&0	1%&-2%	0%&1%	-6&-1	0.4%&1.4%	0%&-4%	2&-1

Not all compounds are listed; the hit share may differ from the screen's.
